KOR beta-arrestin-1: KOR antagonists, beta-arrestin recruitment, cell-based, luminescence, uHTS (AID 1778). Kappa-type opioid receptor (Homo sapiens). KOR beta-arrestin recruitment, luminescence, antagonist mode; higher % means a stronger effect. inhibition, % at 10 µM, or IC50 in µM where a hit was titrated. 290,000 tested, 0.091% active; also: strong numbers were not always called active
M17LAP inhibition: P. falciparum M17LAP inhibitors, primary screen, biochemical, fluorogenic H-Leu-NHMec substrate, 1536-well (AID 1619) | recombinant M17LAP, H-Leu-NHMec fluorogenic kinetic assay; higher % means a stronger effect | one-dose inhibition, % at 30 µM; IC50 in µM for titrated hits | 220,000 tested, 0.38% active;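 active = compound inhibiting the enzyme by more than half at any dose during confirmatory dose-response retesting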;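 also: plate controls were full reaction with DMSO carrier for no effect and no enzyme background for full effect; strong numbers were not always called active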
AID2073: inhibitors of Mint1-CaV2.2 protein interaction, biochemical, HTRF (AID 2073); Voltage-dependent N-type calcium channel subunit alpha-1B (Homo sapiens); HTRF protein-protein interaction, Mint1-CaV2.2; higher % means a stronger effect; inhibition, % at 20 µM; hits with a dose series show IC50 in µM; 290,000 tested, 0.19% active; in the data active = inhibition mostly above about 51%, no sharp cut-off; also: some results filed as inactive read as strong as hits
NOD1 NF-kB reporter: NOD1 signaling inhibitors, primary screen, cell-based, luminescence, uHTS (AID 1578); NOD1-driven NF-kB luciferase reporter cells, luminescence; higher % means a stronger effect; inhibition, % at 4 µM; hits with a dose series show EC50 in µM; 290,000 tested, 1% active; in the data active = inhibition mostly above about 36%, no sharp cut-off; inactive = mostly below about 34%;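 also: HEK-293T reporter cells stimulated with the NOD1 agonist gamma-tri-DAP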
KOR beta-arrestin-2: KOR agonists, beta-arrestin recruitment, primary screen, cell-based, luminescence, uHTS (AID 1777). activation, % at 10 µM, or EC50 in µM where a hit was titrated. Kappa-type opioid receptor (Homo sapiens). 280,000 tested, 0.02% active. KOR beta-arrestin recruitment, luminescence; higher % means a stronger effect; in the data active = activation above about 50%, passing the limit was not always enough; also: a part of the inactive calls stands beside numbers as strong as those of hits
GPR55 activation: GPR55 agonists via beta-arrestin recruitment, primary screen, imaging, U2OS cells, beta-arrestin-GFP redistribution (AID 1961); U2OS GPR55 beta-arrestin-GFP redistribution imaging; higher % means a stronger effect; activation, % at 10 µM, or EC50 in µM where a hit was titrated; 290,000 tested, 0.048% active;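 active = activation above 40% with more than 50 cells counted in the well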;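 also: U2OS osteosarcoma cells stably expressing GPR55 and beta-arrestin-GFP; plate controls were DMSO negative control for no effect and LPI positive control for full effect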
NOD2 inhibition: NOD2 signaling inhibitors, cell-based, luminescence, uHTS, HEK293 (AID 1566); HEK293 NOD2/NF-kB luciferase reporter, luminescence; higher % means a stronger effect; inhibition, % at 4 µM; hits with a dose series show EC50 in µM; 290,000 tested, 0.63% active; also: many of its hits are not listed in these tables
Dynein transport: inhibitors of GR-EGFP nuclear translocation, primary screen, dynein cargo transport inhibitor project, imaging, high-content, 3617.4 mouse cells | test concentration mostly 20 µM; stimulated with dexamethasone, 1 µM; stronger effect = lower value | 220,000 tested, 0.47% active | z-score, hits read low | AID 1381, 2008;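 active = plate z-score of nuclear minus cytoplasmic receptor signal below a set negative limit, without overly bright fluorescence or cell loss, cut at about -3.5 in these data, passing the limit was not always enough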;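 also: z-score of nuclear minus cytoplasmic ring GR-EGFP intensity difference per well; some compounds called inactive have numbers as strong as hits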
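Buffer or medium – tet-free medium with charcoal-stripped serum · Signal – automated 10x imaging of fixed Hoechst-stained cells · Also added – dexamethasone agonist, 1.0 µM final, for 30 min · Incubation – induction 48 h, compound 1 h, agonist 30 min · Read-out – GR-EGFP nuclear translocation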
P. falciparum M1AAP: P. falciparum M1AAP inhibitors, biochemical, fluorogenic H-Leu-NHMec substrate, 1536-well (AID 1445). one-dose inhibition, % at 30 µM; IC50 in µM for titrated hits. recombinant M1AAP, H-Leu-NHMec fluorogenic kinetic assay; higher % means a stronger effect. 220,000 tested, 0.42% active. Aminopeptidase N (Plasmodium falciparum (isolate 3D7));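 active = primary inhibition above the hit cutoff, then over 50% inhibition at one or more dose response concentrations, cut at about 23% in these data, passing the limit was not always enough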;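 also: plate controls were DMSO full reaction for no effect and no enzyme background for full effect; strong numbers were not always called active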
Dynein transport cytoplasmic EGFP: also measured in Dynein transport; calls as there; z-score; measured here: cytoplasmic GR-EGFP intensity; stronger effect = higher value
Dynein transport nuclear GR-EGFP: further read-out of Dynein transport, marked with its call; z-score; measured here: nuclear GR-EGFP intensity;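 lower value marks the stronger effect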
Dynein transport cell count: also measured in Dynein transport; calls as there; z-score; measured here: cell count per field
Starred values were filed as active, the others as inactive; · = no result given; [ ] = another dose, or the depositor's remark. Rule as the data show it, unless noted: active = inhibition above about 50%; inactive = the rest.

SMILES | KOR beta-arrestin-1 | M17LAP inhibition | AID2073 | NOD1 NF-kB reporter | KOR beta-arrestin-2 | GPR55 activation | NOD2 inhibition | Dynein transport | Dynein transport cytoplasmic EGFP | Dynein transport nuclear GR-EGFP | Dynein transport cell count | P. falciparum M1AAP
CCn1c2c(c3cc(Br)ccc31)CCC/C2=N\O | -3% | 2% | 44% | 15% | 9.2% | -0.2% | 10% | -1.2 | -0.26 | -0.61 | 0.16 | 3%
CN1CCN(Cc2c(C#N)c3ccccc3n2C)CC1 | 5% | 0% | 1% | 13% | -1.9% | -0.3% | 14% | -1.5 | -0.24 | -0.3 | 1.3 | 2%
Cc1ccc(C)c(C(=O)CN2C(=O)c3ccccc3S2(=O)=O)c1 | -3% | -5% | 6% | 9% | 0.2% | -0.1% | -15% | -0.21 | -0.23 | -0.84 | 0.59 | 3%
COCCNC(=O)C1Cc2c(ccc3ccccc23)O1 (centres undefined) | -60%[20 µM] | 5% | 12% | -8% | -0.4% | -0.1% | -16% | -0.011 | -0.28 | 0.11 | 0.31 | 3%
CCOC(=O)C1C(c2cccc([N+](=O)[O-])c2)C2C(=O)NN=C2CC1(C)O (centres undefined) | 20% | 17% | 15% | -7% | -1.5% | 0.6% | 9% | -0.31 | -0.31 | -0.1 | 0.5 | 7%
CCN(CC)CCCNC(=O)C1c2ccccc2Oc2ccccc21 | 18% | 5% | -4% | -15% | -4.5% | 0.2% | -2% | 1.1 | -0.29 | 0.56 | -1.5 | 5%
Cc1c(NC2=C(Cl)C(=O)N(c3ccccc3Cl)C2=O)c(=O)n(-c2ccccc2)n1C | -18% | 10% | 2% | -24% | 0.5% | -0.2% | 14% | -0.72 | -0.2 | 0.47 | -0.076 | 4%
COc1ccccc1OCCNC(=O)C(c1ccccc1)c1ccccc1 | 8% | -8% | 0% | 1% | 3.9% | -0.3% | 0% | 0.44 | -0.23 | 0.65 | -0.47 | 2%
COC(=O)C1=NNC2(c3ccc(C)cc3)C(=O)N(c3ccc(C)cc3)C(=O)C12 (centres undefined) | -37%[20 µM] | -5% | 4% | -42% | · | -0.1% | 9% | 0.39 | -0.07 | 0.12 | -0.25 | 0%
Clc1ccccc1OCCN1CCC(Cc2ccccc2)CC1 | -36%[20 µM] | 2% | -10% | -13% | -3.7% | 0.2% | 2% | 0.4 | -0.3 | 0.5 | 0.00056 | 0%
CCOc1cc(/C=N/NC(=O)CSc2nncn2C)ccc1OC(=O)c1ccc(Cl)cc1 | 15% | -4% | 10% | -16% | -1.0% | -0.3% | 4% | -0.78 | -0.28 | -0.83 | 1 | 4%
N#Cc1cccc(C#N)c1Oc1ccc(S(=O)(=O)Nc2ccc(Cl)cc2)cc1 | -20% | 4% | -7% | 0% | 11% | 0.6% | -27% | -0.33 | -0.17 | -0.1 | 0.3 | 2%
CCOc1cccc(OCCOCCN(C)Cc2ccccc2)c1 | 8% | -7% | 0% | -24% | -1.1% | -0.2% | -4% | -0.59 | -0.19 | -0.29 | 0.79 | 12%
CCc1ccc(OC(=O)/C=C/c2ccco2)cc1 | -60%[20 µM] | · | -7% | -35% | -3.4% | -0.3% | 14% | · | · | · | · | ·
CCCCNC(=O)CCCN1C(=O)c2cccnc2Sc2ccccc21 | -19% | · | 12% | -7% | 1.5% | 0.4% | -5% | · | · | · | · | ·
CCOC(=O)N1CCN(C(=O)C2CCN(Cc3nc(-c4ccccc4C)oc3C)CC2)CC1 | -11% | -1% | 1% | 9% | -4.4% | -0.1% | 23% | 1.1 | 0.12 | 1 | -1.2 | 7%
Cc1ccc(N(CC(=O)NC2CCCC2)C(=O)CCC(=O)Nc2nccs2)c(C)c1 | 29% | · | -1% | -5% | 1.7% | 0.3% | 8% | · | · | · | · | ·
Cc1ccc(N/C(N)=N/c2nc(C(F)(F)F)cc(C(F)(F)F)n2)cc1 | 4% | 2% | -1% | -13% | -2.9% | 0.2% | 8% | 0.22 | -0.32 | 0.063 | 0.19 | -2%
CN(C)/C=C/C(=O)c1cccc(C(F)(F)F)c1 | -45% | 14% | 6% | -48% | 2.5% | -0.3% | -2% | -0.74 | -0.33 | -0.44 | 1 | 5%
O=[N+]([O-])c1cccnc1SCc1c(F)cccc1Cl | -6% | -5% | 0% | -6% | -0.3% | -0.4% | 6% | -0.25 | -0.26 | -0.12 | 0.22 | 0%
Cc1cc(N2CCOCC2)nc2ccc(Cl)cc12 | 24% | · | 9% | -14% | -2.5% | -0.1% | -87% | · | · | · | · | ·
Cc1n(CC(O)COC2CCCCC2)c2ccccc2[n+]1C (centres undefined) | -8% | -5% | -12% | -15% | -2.8% | 0.1% | 2% | -0.25 | -0.24 | -0.32 | 0.22 | 15%
O=C(CCS(=O)(=O)c1ccc(Br)cc1)NC1CCCC1 | -2% | -7% | -3% | 14% | -13% | 0.0% | 14% | 0.098 | -0.31 | -0.18 | 0.5 | 2%
Cc1ccc(S(=O)(=O)NC(C)C(=O)Nc2ccc3c(c2)OCO3)cc1 (centres undefined) | -7% | · | 11% | -7% | -0.1% | -0.2% | 0% | · | · | · | · | ·
CNC(=O)CN(c1ccc2c(c1)OCCO2)S(C)(=O)=O | -7% | 10% | 1% | -7% | 2.1% | 0.2% | 1% | -0.18 | -0.32 | 0.34 | 0.68 | 2%
(list continues)
SMILES | KOR beta-arrestin-1 | M17LAP inhibition | AID2073 | NOD1 NF-kB reporter | KOR beta-arrestin-2 | GPR55 activation | NOD2 inhibition | Dynein transport | Dynein transport cytoplasmic EGFP | Dynein transport nuclear GR-EGFP | Dynein transport cell count | P. falciparum M1AAP
CC(=O)Nc1cccc(-c2nc3ccccc3s2)c1 | -61%[20 µM] | 17% | 11% | -39% | -0.4% | 0.0% | -44% | 1.2 | -0.24 | 1.1 | -0.52 | 10%
COc1ccc(NC(=S)NN2C(C)CCCC2C)cc1 (centres undefined) | -5% | -2% | -4% | -19% | -3.9% | -0.2% | 6% | 0.0058 | -0.23 | 0.27 | -0.89 | 2%
CCOC(=O)c1cnn(-c2ccccc2)c1N | 6% | 0% | -3% | 2% | -7.2% | 0.1% | 10% | 1.7 | -0.33 | 1.5 | -0.94 | -5%
CC1CC(C)CN(C(=O)C2CCN(S(=O)(=O)c3ccc4c(c3)CC(C)N4C(=O)C3CC3)CC2)C1 (centres undefined) | -18% | · | 4% | -13% | -5.1% | 0.2% | 6% | · | · | · | · | ·
O=c1[nH]nc(Cc2ccc(-c3ccc(Cl)cc3)o2)c2ccccc12 | -72% | 16% | 14% | 11% | -0.1% | -0.3% | 7% | -0.51 | -0.16 | -0.52 | 0.4 | 6%
COc1cccc(NC(=O)c2ccc[n+](C)c2)c1 | 18% | · | -2% | 8% | -4.2% | -0.1% | 31% | · | · | · | · | ·
CC(=O)N1CCN(CC(=O)Nc2ccc([N+](=O)[O-])cc2Br)CC1 | 16% | -2% | -10% | -30% | -0.4% | 0.5% | 13% | -0.11 | -0.22 | -0.14 | 0.26 | 8%
CCCSc1sc(C(=O)OC)c(-c2cccs2)c1C#N | 17% | -1% | -8% | -4% | 1.5% | -0.1% | 7% | -0.093 | -0.24 | -0.35 | 0.69 | 3%
COc1ccc(N(CC(=O)Nc2c(C)n(C)n(-c3ccccc3)c2=O)S(=O)(=O)c2ccc(C)cc2)cc1OC | -8% | · | -5% | 4% | -3.0% | -0.1% | 5% | · | · | · | · | ·
CN(C)c1ccnc(SCc2ccccc2Cl)c1C#N | 17% | -11% | 12% | -5% | 2.4% | -0.2% | 11% | 0.41 | -0.32 | 0.26 | -0.035 | 1%
Cc1c(OC(C)C(=O)NCc2ccncc2)ccc2c3c(c(=O)oc12)CCC3 (centres undefined) | -5% | · | 6% | -2% | -1.9% | -0.1% | 24% | · | · | · | · | ·
CCCCCCCCCC(=O)N/N=C(\C)c1cccnc1 | 6% | -4% | 2% | 4% | -1.9% | 0.5% | 9% | 0.59 | -0.26 | 0.21 | 0.27 | -3%
CC1(c2cccc3ccccc23)NC(=O)N(CC(=O)NC2CCS(=O)(=O)C2)C1=O (centres undefined) | 18% | 12% | 1% | -14% | 0.7% | -0.2% | -4% | -0.37 | -0.28 | -0.37 | 0.49 | 3%
Cc1ccc(C2CC(=O)C(C=NCCN3CCN(CC(=O)Nc4cc(C)cc(C)c4)CC3)=C(O)C2)cc1 (centres undefined) | -66%[20 µM] | 8% | 0% | -4% | -1.2% | -0.1% | -16% | -0.11 | 0.68 | 0.31 | 0.19 | 12%
Fc1ccc(CN2CCCN(Cc3nc(-c4ccc5c(c4)OCO5)no3)CC2)cc1 | -13%[20 µM] | 15% | -13% | 0% | -2.8% | 0.0% | -1% | -0.49 | -0.29 | 0.051 | 0.87 | 16%
CCOC(=O)N1CCN(C(=O)c2noc3c2COc2ccccc2-3)CC1 | -55% | · | 4% | -84% | 1.0% | -0.1% | -48% | · | · | · | · | ·
Cc1c(NC2=CC(=O)CCC2)c(=O)n(-c2ccccc2)n1C | -21%[20 µM] | 0% | -3% | -28% | -4.7% | 0.2% | -1% | 0.82 | -0.32 | 0.95 | -0.69 | 1%
COc1cc2nc(CN3CCOCC3)n(CC(=O)N3CCCCCC3)c(=O)c2cc1OC | 3% | 2% | 2% | 2% | -0.6% | -0.2% | 6% | 0.44 | -0.21 | 0.29 | -0.1 | 3%
Cc1cc(C)cc(C(=O)NN2CCN(C)CC2)c1 | -14%[20 µM] | -17% | -3% | -28% | 1.7% | -0.1% | -4% | 1.3 | -0.2 | 0.72 | -1.3 | -2%

Quoted at random: 2 records from the list
SMILES | KOR beta-arrestin-1 | M17LAP inhibition | AID2073 | NOD1 NF-kB reporter | KOR beta-arrestin-2 | GPR55 activation | NOD2 inhibition | Dynein transport | Dynein transport cytoplasmic EGFP | Dynein transport nuclear GR-EGFP | Dynein transport cell count | P. falciparum M1AAP
COc1cccc(NC(=O)c2ccc[n+](C)c2)c1 | 18% | · | -2% | 8% | -4.2% | -0.1% | 31% | · | · | · | · | ·
CC1(c2cccc3ccccc23)NC(=O)N(CC(=O)NC2CCS(=O)(=O)C2)C1=O (centres undefined) | 18% | 12% | 1% | -14% | 0.7% | -0.2% | -4% | -0.37 | -0.28 | -0.37 | 0.49 | 3%

Screens from PubChem.

An excerpt. The share of hits here may be higher or lower than overall.
